# RGS4 inh = human RGS4 inhibition. actives 0.45% (n = 310,000). P49798. B-score at 10 µM. HEK293 M3R/RGS4 inducible, Fluo-4 calcium flux; hits give high values; triggered by carbachol at its EC20;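 active = B-score, a plate-corrected calcium signal, over three deviations above library mean, with baseline fluorescence within five deviations of library mean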;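 also: RGS4 expression induced by doxycycline in cells with stable M3 receptor; B-score is computed from the integrated fluorescence ratio over baseline after carbachol; higher B-score means a larger calcium signal and so more RGS4 inhibition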
# TMEM16A inh = blocks the mouse calcium-activated chloride channel TMEM16A. normalized B-score (activity score, 25-100; higher = stronger inhibition) at 10 µM. HEK293 TMEM16A/YFP iodide influx fluorescence, ionomycin. AID 588511. Q8BHY3. actives 1.2% (n = 310,000);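 active = ratio plate-corrected score three or more library SD toward inhibition, starting fluorescence score within five deviations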;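 also: score derived from kinetic fluorescence span divided by baseline fluorescence per well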
# TRPC6 inh = inhibitors of mouse TRPC6 channel. HEK293-TRPC6, membrane potential dye, ACh-evoked depolarization; hits give low values. B-score at 10 µM. actives 1.1% (n = 310,000);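 active = B-score under library mean minus 3 SD, initial fluorescence not abnormally high, positive integrated signal ratio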;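 also: B-score derived from integrated fluorescence ratio over the kinetic read; more negative B-score means stronger inhibition of depolarization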
# TRPC6 act = activates the mouse TRPC6 cation channel. Q61143. HEK293-TRPC6 membrane potential dye fluorescence; hits give high values. B-score at 10 µM. actives 0.13% (n = 310,000);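 active = B-score of the integrated fluorescence ratio above library mean plus 3 SD, and starting fluorescence ratio within library mean plus 5 SD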;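 also: higher score means more depolarization so channel activation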
# MrgX1 antagonist = blocks BAM8-22 activation of human MrgX1 receptor | Q96LB2 | MRGX1-HEK293 calcium flux, Fluo-4, BAM8-22 antagonism; hits give low values | B-score at 10 µM | actives 1.3% (n = 310,000);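 active = calcium-response B-score plate-corrected more than 3 library SD below zero, starting fluorescence within 5 deviations, no agonist response on first addition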;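 also: peak minus trough fluorescence over baseline after final BAM8-22 challenge near maximal dose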
# TRPC4 potent = TRPC4 (mouse) allosteric potentiation; HEK293 TRPC4beta/mu-opioid, DAMGO EC20, Fluo-4 Ca2+ flux; hits give high values; B-score at 10 µM; actives 0.42% (n = 310,000);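 active = B-score of calcium response area above 5 SD of library B-scores, with initial fluorescence ratio within 5 SD of library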;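 also: B-score of integrated fluorescence ratio over time as area under calcium response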
# Target sequence (Q9QUQ5 whole entry, looked up): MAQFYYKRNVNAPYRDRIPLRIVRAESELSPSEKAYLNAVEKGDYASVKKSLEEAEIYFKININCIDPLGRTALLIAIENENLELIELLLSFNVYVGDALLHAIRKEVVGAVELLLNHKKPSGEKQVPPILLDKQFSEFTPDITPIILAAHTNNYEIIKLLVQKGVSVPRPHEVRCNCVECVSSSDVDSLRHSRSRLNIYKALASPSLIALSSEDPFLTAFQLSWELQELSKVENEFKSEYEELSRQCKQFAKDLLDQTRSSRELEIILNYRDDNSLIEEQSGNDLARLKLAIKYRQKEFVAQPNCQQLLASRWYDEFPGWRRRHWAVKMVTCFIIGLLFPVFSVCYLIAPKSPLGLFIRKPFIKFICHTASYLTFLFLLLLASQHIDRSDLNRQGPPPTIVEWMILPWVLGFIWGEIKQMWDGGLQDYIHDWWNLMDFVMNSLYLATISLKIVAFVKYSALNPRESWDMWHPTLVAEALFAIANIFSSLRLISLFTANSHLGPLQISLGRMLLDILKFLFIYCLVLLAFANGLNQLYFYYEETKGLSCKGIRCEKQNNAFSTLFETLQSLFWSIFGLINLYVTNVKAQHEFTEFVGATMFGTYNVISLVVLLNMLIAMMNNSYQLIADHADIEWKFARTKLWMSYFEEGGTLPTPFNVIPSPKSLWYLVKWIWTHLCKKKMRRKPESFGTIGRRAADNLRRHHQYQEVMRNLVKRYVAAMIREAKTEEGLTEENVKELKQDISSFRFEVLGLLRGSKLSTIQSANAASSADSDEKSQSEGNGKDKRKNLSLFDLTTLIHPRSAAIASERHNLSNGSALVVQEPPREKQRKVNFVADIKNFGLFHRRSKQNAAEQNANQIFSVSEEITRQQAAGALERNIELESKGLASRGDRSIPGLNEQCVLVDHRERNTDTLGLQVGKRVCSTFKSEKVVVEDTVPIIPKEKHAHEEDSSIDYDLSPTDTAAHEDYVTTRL
# TRPC4 agonist = activators of mouse TRPC4 channel; Q9QUQ5; HEK293 TRPC4beta/mu-opioid, Fluo4 calcium fluorescence; hits give high values; B-score at 10 µM; actives 0.49% (n = 310,000); AID 2237;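 active = B-score above 5 SD of library B-scores, and initial fluorescence ratio not above library mean plus 5 SD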;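 also: positive B-score marks a calcium rise read as TRPC4 activation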
#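 system = HEK293 cells stably co-expressing mouse TRPC4beta and mu-opioid receptor | schedule = Fluo4 dye loading 45 min at room temperature, 110 s recording | measure = B-scored integrated calcium fluorescence ratio | signal = Fluo4 calcium-sensitive dye fluorescence, kinetic, 1 Hz baseline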
# ANO1 activ = activates or potentiates the mouse TMEM16A chloride channel. actives 0.3% (n = 340,000). B-score at 10 µM. HEK293 TMEM16A/YFP-H148Q/I152L, iodide quench fluorescence; hits give low values;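 active = fluorescence-ratio B-score plate-corrected deviation score at least 3 library SD below zero, with starting fluorescence score within 5 deviations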;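 also: channel opened by trigger with iodide after compound preincubation; score built on the fluorescence ratio of max minus min over baseline; more negative score means more quench and so TMEM16A activation or potentiation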
# MrgX1 allo act = allosterically activates human MrgX1 receptor signaling; MrgX1-HEK293, Fluo-4 calcium flux, FDSS; hits give high values; B-score at 10 µM; actives 0.63% (n = 310,000);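 active = plate-corrected calcium response at least 3 library SD above typical, normal starting fluorescence, not activating the receptor alone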;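 also: compound read alongside a low EC10 to EC30 dose of BAM8-22 agonist; peak minus trough fluorescence over baseline measured at the second addition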
# TRPC4 block = inhibitors of mouse TRPC4 channel. AID 2247. HEK293 TRPC4beta/mu-opioid, DAMGO-evoked Fluo4 calcium flux; hits give low values. B-score at 10 µM. actives 0.39% (n = 300,000);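 active = B-score over 3 SD under the library average, no early fluorescence shift, positive overall ratio signal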
#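 System: stable TRPC4beta/mu-opioid receptor HEK293 cells; Dosing: single-point compound dosing; Measured by: Fluo4 Ca2+ flux fluorescence; Read-out basis: per-well B score of integrated baseline-normalized Fluo4 ratio.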
# MrgX1 ag = activates human MrgX1 receptor signaling; B-score at 10 µM; Q96LB2; MrgX1-HEK293 cells, Fluo-4 calcium fluorescence, agonist mode; hits give high values; AID 588627; actives 0.44% (n = 310,000);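 active = calcium response B-score plate-corrected fluorescence ratio at least 3 library SD, with starting fluorescence B-score inside 5 SD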
#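 Test system: HEK293 cells stably expressing human MrgX1 receptor; Input: fifteen thousand cells per well; Dosing: compound delivered in addition one of three; Schedule: overnight seeding, then 1 h dark dye loading; Technique: Fluo-4 NW calcium fluorescence; Measure: B-scored fluorescence response ratio; Controls: positive and negative controls per plate.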
# The depositor's hits bear a star; i = inactive; . = no result given.
# Order of results: RGS4 inh | TMEM16A inh | TRPC6 inh | TRPC6 act | MrgX1 antagonist | TRPC4 potent | TRPC4 agonist | ANO1 activ | MrgX1 allo act | TRPC4 block | MrgX1 ag
- O=S(=O)(NC1CCCCC1N1CCC(O)CC1)c1ccccc1 (stereo not given)
→ i | i | i | i | i | i | i | i | i | i | i
- O=C(O)C1=C[C@@H](C2CC2)C[C@@H](OCCCCO)O1
→ i | i | i | i | i | i | i | i | i | i | i
- O=C(Nc1ccc(NC(=O)c2cccs2)cc1)c1ccccc1
→ i | i | i | i | i | i | i | i | i | i | i
- S=c1[nH]nc(-c2ccco2)n1/N=C/c1ccccn1
→ i | i | i | i | i | i | i | . | i | i | i
- CCN(CC(=O)Nc1c(F)cccc1F)C(=O)CCCc1nc2ccccc2c(=O)[nH]1
→ i | i | i | i | i | i | i | i | i | i | i
- COc1ccc(CCC(=O)NCc2cn3ccsc3n2)cc1
→ i | i | i | i | i | i | i | i | i | i | i
- Cc1nn(Cc2ccc(F)cc2)c2sc(C(=O)Nc3nccs3)cc12
→ i | i | i | i | -4.68* | i | i | i | i | i | i
- O=C(CSc1nnc(-c2cccnc2)n1CCc1ccccc1)N1CCCCC1
→ i | i | i | i | i | i | i | i | i | i | i
- Cc1sc(NC(=O)C2CCCC2)c(C#N)c1C
→ i | i | i | i | i | i | i | i | i | i | i
- CC1CCCCC1NC(=O)C1CCN(S(=O)(=O)N2CCOCC2)CC1 (stereo not given)
→ i | i | i | i | i | i | i | i | i | i | i
- CC1=NCCN1CCNC(=O)Nc1ccc(F)cc1
→ i | i | i | i | i | i | i | i | i | i | i
- COc1ccc(NC(=O)Cc2c[nH]c3ccccc23)cc1S(=O)(=O)N1CCCCC1
→ i | i | i | i | i | i | i | i | i | i | i
- CC(c1ccco1)N(C(=O)C12CC3(C)CC(C)(CC(C)(C3)C1)C2)c1ccccn1 (stereo not given)
→ i | i | i | i | i | i | i | i | i | i | i
- Cc1cc(F)ccc1NCc1ccncc1
→ i | i | i | i | i | i | i | i | i | i | i
- Cc1ccc(C(CC(=O)O)Nc2nc(N3CCOCC3)nc(N3CCOCC3)n2)cc1 (stereo not given)
→ i | i | i | i | i | i | i | i | i | i | i
- CCN(C(=O)COC(=O)Cn1c(C)csc1=O)c1c(N)n(Cc2ccccc2)c(=O)[nH]c1=O
→ i | i | i | i | i | i | i | i | i | i | i
- COc1ccc2[nH]c3c(=O)n(CCCCCC(=O)NCCC(C)C)c(=S)[nH]c3c2c1
→ i | i | i | i | i | i | i | i | i | i | i
- CC(C)c1nnc(NC(=O)c2nc(S(=O)(=O)Cc3ccccc3F)ncc2Cl)s1
→ i | i | i | i | i | i | i | . | i | i | i
- N#C/C(=C\c1ccncc1)c1nc2ccccc2o1
→ i | i | i | i | i | i | i | i | i | i | i
- CSCCC(NC(=O)c1cc(C(C)(C)C)oc1C)C(=O)O (stereo not given)
→ i | i | i | i | i | i | i | i | i | i | i
- CCc1nc2ccc(C(=O)O)cc2nc1CC
→ i | i | i | i | i | i | i | i | i | i | i
- C/C(Cn1ncc(N2CCOCC2)c(Cl)c1=O)=N\O
→ i | i | i | i | i | i | i | i | i | i | i
- COc1ccc(Cl)cc1C(=O)NCCN(C)C
→ i | i | i | i | i | 28* | i | i | i | i | i
- O=C(NCC(=O)N(c1ccc(F)cc1)C(C(=O)NC1CCCCC1)c1cccnc1)c1ccco1 (stereo not given)
→ i | i | i | i | i | i | i | i | i | i | i
- O=c1c2ccccc2[nH]c(=S)n1C1CCCCC1
→ i | i | i | i | i | i | i | i | i | i | i
- Nc1nc(CN2CCCCCC2)nc(Nc2ccc(F)cc2)n1
→ i | i | i | i | i | i | i | i | i | i | i
- Nc1sc2c(c1C(=O)c1ccccc1)CCCC2
→ i | i | i | i | i | i | i | i | i | i | i
- CC1CCN(S(=O)(=O)c2ccc(NC(=O)CN3CCN(C)CC3)cc2)CC1
→ i | i | i | i | i | i | i | i | i | . | i
- COc1ccc(C(=O)N2CCc3cc(OC)c(OC)cc3C2c2cccc([N+](=O)[O-])c2)cc1 (stereo not given)
→ i | . | i | i | . | i | i | . | . | i | .
- O=C(O)c1ccc(Cn2cc(C(F)(F)F)ccc2=O)cc1
→ i | i | i | i | i | i | i | i | i | i | i

# Following part.
# Order of results: RGS4 inh | TMEM16A inh | TRPC6 inh | TRPC6 act | MrgX1 antagonist | TRPC4 potent | TRPC4 agonist | ANO1 activ | MrgX1 allo act | TRPC4 block | MrgX1 ag
- Cc1ccc(OCC(=O)N2CCN(c3ccc([N+](=O)[O-])c(N4CCOCC4)c3)CC2)cc1
→ i | i | i | i | i | i | i | i | i | i | i
- CCn1nc(C(=O)Nc2ccc(C)c(C)c2)c(Cl)c1Cl
→ i | i | i | i | i | i | i | i | i | i | i
- COC(C(=O)N1CCC(n2nccc2NC(=O)C2CC2)CC1)c1ccccc1 (stereo not given)
→ i | i | i | i | i | i | i | i | i | i | i
- COc1cc2ccccc2c2c1CCCC2=O
→ i | i | i | i | i | i | i | i | i | -6* | i
- O=C(N=Nc1c(O)[nH]c2ccccc12)c1cc(-c2ccc(F)cc2)n[nH]1
→ i | i | i | i | i | i | i | i | i | i | i
- COc1ccc(-c2csc(NC(=O)c3cc(C)oc3C)n2)cc1OC
→ i | i | i | i | -4.94* | i | i | i | i | i | i
- O=C(CSc1nnc(NC(=O)c2ccccc2)s1)NCc1ccco1
→ i | i | i | i | i | i | i | i | i | i | i
- COc1ccc(OC)c(NC(=O)Cc2cccs2)c1
→ i | i | i | i | i | i | i | i | i | i | i
- CCC(=O)Nc1ccc(Cl)c(NC(=O)c2cccc(OC)c2)c1
→ i | i | i | i | i | i | i | i | i | i | i
- COc1cc(OC)c(C(=O)NC2CCCCCC2)cc1OC
→ i | i | i | i | i | i | i | i | i | i | i
- Cn1cc[n+](C)c1COc1ccc(C=O)cc1
→ i | i | i | i | i | i | i | i | i | i | i
- O=C1COc2ccccc2N1Cc1ccccc1Cl
→ i | i | i | i | i | i | i | i | i | i | i
- CCOc1ccc(N(CC(=O)NCc2ccc(OC)cc2)S(=O)(=O)c2c(C)[nH]c(=O)[nH]c2=O)cc1
→ i | i | i | i | i | i | i | i | i | i | i
- CCC(C(=O)NCC1CCCO1)N(C(=O)c1snc(C(N)=O)c1N)c1ccc(Cl)cc1 (stereo not given)
→ i | i | i | i | i | i | i | i | i | i | i
- COc1ccc(-c2nc(C)sc2C)cc1
→ i | i | i | i | i | i | i | i | i | i | i
- Cc1ccc(C(=O)CCNc2ccc(Cl)cc2)o1
→ i | i | i | i | i | i | i | i | i | i | i
- CCc1ccc(S(=O)(=O)/N=C2\C=CC(=O)c3ccccc32)cc1
→ i | i | i | i | i | i | i | . | i | i | i
- COc1ccc(NC(=O)Cn2c(=O)c(C)nc3ccccc32)cc1Cl
→ i | i | i | i | i | i | i | i | i | i | i
- O=C(CSc1nnc(-c2ccncc2)n1-c1ccccc1Cl)Nc1ccc(C(=O)O)cc1
→ i | i | i | i | i | i | i | i | i | i | i
- O=C(NCCCN1CCN(c2cccc(Cl)c2)CC1)c1cccc(N2CCCC2=O)c1
→ i | i | i | i | i | i | i | i | i | i | i
- Cc1ccc(NC(=O)c2ccc(C(=O)c3ccccc3)cc2)nc1
→ i | i | i | i | i | i | i | i | i | i | i
- COc1ccc(C(=O)NCCCN2CCOCC2)cc1OC
→ i | i | i | i | i | i | i | i | i | i | i
- CC1CCCC(C)N1CCCNC(=O)CN1C(=O)COc2ccc(S(=O)(=O)N3CCOCC3)cc21 (stereo not given)
→ i | i | i | i | i | i | i | i | i | i | i
- CCOC(=O)Nc1ccc(S(=O)(=O)NCCCN2CCOCC2)cc1
→ i | i | i | i | i | i | i | i | i | i | i
- O=S(=O)(c1cc(Cl)ccc1Cl)N1CCCCC1
→ i | i | i | i | i | i | i | i | i | i | i
- COCCn1c(=NC(=O)c2cc3ccccc3oc2=O)sc2cc(S(N)(=O)=O)ccc21
→ i | i | i | i | i | i | i | i | i | i | i
- O=C(NCCc1ccc(Cl)cc1)c1ccc2c(c1)OCCO2
→ i | i | i | i | i | i | i | i | i | i | i
- CCC(=O)c1ccc(N2CCN(C(=O)c3cc([N+](=O)[O-])ccc3N3CCN(C)CC3)CC2)c(F)c1
→ i | i | i | i | i | i | i | i | i | i | i
- Cc1ccc(O)c(NC(=O)/C=C/C(=O)O)c1
→ i | i | i | i | i | i | i | i | i | i | i
- COc1cc(C2c3c(-c4ccccc4)n[nH]c3C(=O)N2c2ccc(C(=O)O)cc2)ccc1O (stereo not given)
→ i | i | i | i | i | i | i | i | i | i | i

# Additional records
# Order of results: RGS4 inh | TMEM16A inh | TRPC6 inh | TRPC6 act | MrgX1 antagonist | TRPC4 potent | TRPC4 agonist | ANO1 activ | MrgX1 allo act | TRPC4 block | MrgX1 ag
- CC(C)Cc1nnc(NC(=O)CCNC(=O)c2ccco2)s1
→ i | i | i | i | i | i | i | i | i | i | i
- CCN(C(=O)CN1C(=O)/C(=C/c2ccc(F)cc2)SC1=S)C1CCS(=O)(=O)C1 (stereo not given)
→ i | i | i | i | i | i | i | i | i | i | i
- CCN1CCN(C(=O)CCN2C(=O)c3ccccc3S2(=O)=O)CC1
→ i | i | i | i | i | i | i | i | i | i | i
- CCOC(=O)c1sc(NC(=O)CSc2nnnn2-c2ccccc2)c(C(=O)OCC)c1C
→ i | i | i | i | i | i | i | i | i | i | i
- COc1cc(C(C)=O)ccc1COc1ccc(C(=O)OCC(N)=O)cc1OC
→ i | i | i | i | i | i | i | i | i | i | i
- O=C(CNC(=O)c1ccc(-c2ccccc2)cc1)OCc1ccc(Cl)cc1
→ i | i | i | i | i | i | i | i | i | i | i
- CC(=O)c1ccc(NC(=O)CSc2nnc(NC(=O)c3ccco3)s2)cc1
→ i | i | i | i | i | i | i | i | i | i | i
- CC(=O)CCc1oc2c([N+](=O)[O-])cccc2c1-c1ccc(C)o1
→ i | i | i | i | i | i | i | i | i | i | i
- O=C(Cn1nc(C(F)(F)F)c2c1CCCC2)NCCN1CCOCC1
→ i | i | i | i | i | i | i | i | i | i | i
- Cc1c(NC(=O)C2CC=CCC2C(=O)O)c(=O)n(-c2ccccc2)n1C (stereo not given)
→ i | i | i | i | i | i | i | i | i | i | i

# Source: PubChem BioAssay
